Salmonella PhoP GFP – Inhibition of PhoP regulon, Salmonella typhi GFP reporter cells, confirmation, 4 h (AID 1850); Salmonella Typhi PhoP-promoter GFP reporter, fluorescence, 4 h; higher % means a stronger effect; inhibition, % at 50 µM; hits with a dose series show IC50 in µM; hit rate 0.33% among 310,000; in the data active = a potency from the dose series; inconclusive = inhibition mostly from about 25% at the one dose, without a potency; inactive = the rest, 99 in 100 with inhibition below about 19%;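 also: 0% = induced wells with vehicle and 100% = uninduced wells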
influenza NS1A – H1N1 influenza NS1A inhibitors, functional cell based assay (AID 504329). hit rate 0.3% among 340,000. inhibition, % at 12.5 µM, or IC50 in µM where a hit was titrated. NS1A functional cell-based assay, percent inhibition; higher % means a stronger effect; in the data active = a potency from the dose series; inconclusive = inhibition above about 27% without an active follow-up result; also: strong numbers were not always called active
inhibitors of VEEV – inhibitors of VEEV TC-83 cytopathic effect, confirmation, Vero cells (AID 588727); Vero cells, VEEV TC-83 cytopathic effect inhibition; higher % means a stronger effect; inhibition, % at 20 µM; hits with a dose series show IC50 in µM; hit rate 0.13% among 350,000; in the data active = a potency from the dose series; inconclusive = inhibition mostly from about 14% at the one dose, without a potency; inactive = the rest, 99 in 100 with inhibition below about 12%; also: strong numbers were not always called active
tuberculosis growth – growth inhibition of non-replicating M. tuberculosis (AID 488890) | Mycobacterium tuberculosis non-replicating, growth inhibition; higher % means a stronger effect | inhibition, % at 25 µM; hits with a dose series show IC50 in µM | hit rate 0.39% among 320,000; in the data active = a potency from the dose series; inconclusive = inhibition mostly from about 82% at the one dose, without a potency; inactive = the rest, 99 in 100 with inhibition below about 76%;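 also: plate controls were DMSO cells for no effect and high antibiotic wells for full effect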
H37Rv inhibition – M. tuberculosis growth inhibition, HTS (AID 449762); M. tuberculosis H37Rv growth inhibition, 7H9 media; higher % means a stronger effect; one-dose inhibition, % at 25 µM; IC50 in µM for titrated hits; hit rate 0.59% among 330,000; in the data active = a potency from the dose series; inconclusive = inhibition above about 70% without an active follow-up result;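 also: bacterial growth assessed after seven days of incubation; strong numbers were not always called active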
inhibitors of VEEV 10K pilot screen – second read-out of inhibitors of VEEV, no call of its own (marks repeat the call); inhibition, %; measured here: 10K pilot screen inhibition
Starred values were filed as active, the others as inactive; i = inactive; ? = inconclusive; / = not tested or not shown. An unsorted share of the library; 1.5% or so of the library scored in one or more.

SMILES | Salmonella PhoP GFP | influenza NS1A | inhibitors of VEEV | tuberculosis growth | H37Rv inhibition | others
Cc1ccccc1CNc1ccc(C(CC(N)=O)NC(=O)c2ccc(Br)cc2)cc1[N+](=O)[O-] (centres undefined) | 6.0% | 0.3% | i | 12.9% | 13.0%
CCOc1ccc(NC(=O)C2=NN(c3ccccc3)C(=O)CC2)cc1S(=O)(=O)N1CCCCC1 | / | -3.1% | 7.4% | 12.7% | 8.6%
O=C(CCCOc1ccc(Cl)cc1Cl)Nc1ccncc1 | 18.7% | -18.2% | i | 39.4% | -6.5%
O=C(NCCC1=CCCCC1)c1ccc(Br)o1 | 4.2% | -1.1% | i | 2.31µM* | 2.3% | inhibitors of VEEV 10K pilot screen=0.3
COC(=O)Cc1c(C)c2ccc(OC(=O)c3ccco3)cc2oc1=O | 5.5% | -8.7% | 0.1% | 28.1% | 41.0%
Cc1nccc(-c2ccc(-n3c(C)ccc3C)cc2)n1 | -7.0% | -4.2% | 4.7% | 45.7% | ?
CCOC(=O)c1c(C)[nH]c(NC(=O)N2CCOCC2)c1C | 10.8% | 3.6% | 0.6% | -2.4% | -9.8%
COc1ccc(/C=C2\SC(N)=NC2=O)cc1Br | -0.7% | -28.7% | 3.2% | 19.2% | -6.1%
COCCNC(=O)COc1cc(=O)n(C)c2ccccc12 | 5.1% | 3.1% | i | -1.4% | -13.1%
Cc1ccc(S(=O)(=O)N/N=C(\c2ccccc2)c2cccnc2)cc1 | 4.3% | -2.2% | 0.2% | -0.1% | -2.0%
Cc1ccc2nc(N3CCN(C)CC3)[nH]c2c1 | 0.0% | 6.9% | 0.7% | -4.2% | -5.9%
CCCC(=O)NCCSC | -3.4% | 5.3% | 0.4% | -1.9% | -3.6%
CCC(NC(=O)CNC(=O)c1ccc2c(c1)OCO2)c1ccc(Br)cc1 (centres undefined) | / | -2.2% | 5.5% | / | /
O=C(NCCc1ccccc1)/C(=C\c1cccc([N+](=O)[O-])c1)NC(=O)c1ccco1 | -1.2% | -9.6% | 9.7% | -5.1% | -2.5%
COCCCNc1nc(SCc2ccccc2)nc2sc3c(c12)CCC3 | -7.6% | -9.6% | i | 33.5% | 22.8%
c1ccc(-c2cc3nccc(-c4ccccn4)n3n2)cc1 | -1.7% | -11.2% | 0.4% | 35.7% | 9.8%
CCc1nnc(NC(=O)CSc2nnc3nc(C)cc(C)n23)s1 | 4.4% | 7.3% | 1.4% | -12.2% | -1.6%
CCOc1ccccc1N1CCN(C/C=C/c2ccc(N(C)C)cc2)CC1 | 2.1% | 28.0% | 1.0% | 29.8% | -3.8% | inhibitors of VEEV 10K pilot screen=1.0
CCOC(=O)c1c(NC(=S)NC(=O)/C=C/c2cccs2)sc(C)c1C | 1.6% | 5.4% | 1.2% | 1.2% | 4.5%
CC(C)(C)C(=O)C(C(c1ccccc1)N1CCOCC1)N1CCOCC1 (centres undefined) | / | 0.5% | i | / | /
Cc1nn(C)cc1/C=N\NC(=O)c1ccc2c(c1)c(C)c(C)n2Cc1ccccc1 | -2.7% | 10.9% | 2.2% | -7.2% | 48.6%
O=C(NCC(c1ccco1)N1CCCC1)c1ccc(S(=O)(=O)Nc2ccccc2F)cc1 (centres undefined) | 5.3% | -6.8% | 3.1% | 6.1% | -1.7%
CCNC(=O)O/N=C(\C)c1sc(-c2ccc(Cl)cc2)nc1C | 10.1% | -36.1% | 6.0% | 53.3% | 42.4%
Cc1ccc2nc(C)cc(N/N=C/c3cccc(O)c3)c2c1 | -4.3% | 4.8% | 0.5% | 10.2% | -0.6%
CCC(C)[C@H](NC(=O)OC(C)(C)C)C(=O)N/N=C/c1ccc2cc(OC)ccc2n1 (some centres undefined) | -7.6% | -1.5% | 1.0% | 40.8% | -33.6%
O=C(Cn1cnc2c(NCc3ccccc3)ncnc21)NCCCc1ccccc1 | / | -1.8% | 0.9% | / | /
CC(=O)NCC1(O)CCCC(C)C1 (centres undefined) | 2.5% | -4.7% | i | 1.0% | -0.3%
CC1CCCC(C)N1CCCNC(=O)c1cc2c(=O)n(C)c3ccccc3c2n1C (centres undefined) | 1.6% | -7.0% | 0.0% | 0.6% | -2.2%
Cc1ccc(C)c(C(=O)CN2C(=O)c3ccccc3C2=O)c1 | 3.2% | 2.7% | 0.5% | -0.1% | 0.2%
COc1cc(NC(=O)COC(=O)CC2CC3CCC2C3)cc(OC)c1 (centres undefined) | / | -2.0% | 2.2% | 14.2% | 3.9%
O=C(CSc1nc(-c2ccc(F)cc2)cc(C(F)(F)F)n1)Nc1ccc2c(c1)OCO2 | -4.2% | -8.3% | 2.3% | 27.0% | 10.8%
COc1cccc(OCCSc2nnc3sc4ccccc4n23)c1 | -6.1% | 1.0% | 1.6% | 22.1% | 10.1%
N#CCO/N=C(\c1ccccc1)c1ccncc1 | 4.6% | 8.8% | i | 0.6% | -4.9%
CCCCC(=O)Nc1ccc(C(=O)NNC(=O)c2ccco2)cc1 | -6.1% | 3.0% | 1.2% | 13.0% | 6.4%
CCOC(=O)c1sc(NC(=O)CSc2nccc(C)n2)c(C#N)c1C | -13.9% | 0.4% | i | -1.7% | -15.0%
COc1cc(NC(=O)CCN2CCN(CCO)CC2)cc(OC)c1 | -1.6% | 2.7% | 1.0% | -1.5% | -0.8%
COc1cc(C)c(S(=O)(=O)NC2CC(C)(C)NC(C)(C)C2)cc1C | 5.0% | 1.0% | i | 5.3% | 0.4%
CSc1cccc(NC(=O)c2ccc(Cl)nc2)c1 | 7.8% | 2.1% | 8.8% | 76.1% | 26.1%
O=C(NN=C1CCCCCCC1)C(=O)NC1CCCCC1 | 0.5% | 14.0% | 0.8% | -3.4% | 1.5%
Cc1nc2ccccn2c1C(=O)N/N=C/c1cc(C)n(-c2ccc(Cl)cc2)c1C | -2.9% | 5.0% | 2.5% | 16.5% | 25.4%

Arranged by length of the SMILES (highest first): some entries from above.
SMILES | Salmonella PhoP GFP | influenza NS1A | inhibitors of VEEV | tuberculosis growth | H37Rv inhibition | others
CCC(C)[C@H](NC(=O)OC(C)(C)C)C(=O)N/N=C/c1ccc2cc(OC)ccc2n1 (some centres undefined) | -7.6% | -1.5% | 1.0% | 40.8% | -33.6%
O=C(Cn1cnc2c(NCc3ccccc3)ncnc21)NCCCc1ccccc1 | / | -1.8% | 0.9% | / | /
COc1cccc(OCCSc2nnc3sc4ccccc4n23)c1 | -6.1% | 1.0% | 1.6% | 22.1% | 10.1%

Going on with the list.
SMILES | Salmonella PhoP GFP | influenza NS1A | inhibitors of VEEV | tuberculosis growth | H37Rv inhibition | others
Cc1ccc(NC(=O)CSCC(=O)O)c(C)c1 | -5.0% | 11.4% | 4.1% | -0.5% | -6.5%
CN(Cc1ccccc1)C(=O)CCn1c(=O)c2cccn2c2cccnc21 | 5.3% | 3.8% | 2.0% | 6.4% | 1.6%
COCCN1C(=O)c2ccccc2C(C(=O)N2CCN(c3ccccn3)CC2)C1c1ccc(F)cc1 (centres undefined) | / | -3.1% | 9.4% | / | /
COC(=O)C1NN=C(C(=O)c2ccc(Br)cc2)C1c1cccc(Br)c1 (centres undefined) | -3.9% | 7.0% | 2.2% | 1.6% | -1.3%
CCOC(=O)c1cnc2c(C)cccc2c1Nc1cccc(C(=O)O)c1 | -11.1% | -19.7% | 0.4% | 13.9% | 17.0%
Cc1ccc(CN2CCSc3ccc(C(=O)NCCCN4CCOCC4)cc32)cc1 | -9.7% | 5.0% | 0.5% | 17.7% | 4.8%
COCCOC(=O)C1=C(N)OC2=C(C(=O)CCC2)C1c1cccnc1 (centres undefined) | -4.6% | 9.7% | 0.7% | -10.8% | 8.4%
O=C(CSCC(=O)N1CCN(c2ccccc2)CC1)Nc1nc(-c2ccc(Cl)s2)cs1 | -4.2% | 8.2% | 1.6% | -6.2% | -7.2% | inhibitors of VEEV 10K pilot screen=2.4
O=C(Cc1ccccc1[N+](=O)[O-])NCC1(c2cccc3c2OCO3)OCCO1 | / | 2.1% | 1.7% | / | /
CCC(C)[C@H](NC(=O)[C@H](Cc1ccccc1)n1c(=O)[nH]c2ccccc2c1=O)C(=O)NCC1CCC(C(=O)O)CC1 (some centres undefined) | 5.1% | -5.2% | 0.8% | -17.9% | 5.2%
CC(=O)c1ccc(NC(=O)C(Cc2ccccc2)n2cccc2)cc1 (centres undefined) | -3.7% | 15.9% | 1.3% | i | 4.1%
CCc1ccc(NC(=O)COc2cccc(-n3cnnn3)c2)cc1 | 6.4% | 0.1% | 1.8% | / | 0.3%
COc1cccc(OCc2cc(C(=O)N(C)Cc3nc4ccccc4[nH]3)no2)c1 | -0.7% | -5.4% | 3.3% | 35.7% | 0.6%
CC(C)CC(=O)Nc1ccc(-c2cn3cccnc3n2)cc1 | 33.1% | -1.0% | 1.8% | -10.6% | 4.0%
Nc1ncnc2c1CN(Cc1ccccc1)CC2 | / | 2.3% | 1.1% | / | /
Cc1c(N2C(=O)/C(=C/c3ccccc3)SC2=S)c(=O)n(-c2ccccc2)n1C | -3.8% | 31.4% | 5.2% | -17.0% | -3.9%
Cc1cccc(NC(=O)CN2C(=O)CNC2=O)c1 | 4.3% | 1.5% | 0.1% | -6.0% | -7.4%
Cc1cc(C(=O)OCC(=O)N2CC(C)CC(C)C2)c(C)o1 (centres undefined) | 1.9% | -0.9% | 2.2% | 15.0% | 2.8%
O=C(/C=C/c1ccc(Cl)c([N+](=O)[O-])c1)c1ccc(O)cc1 | 7.5% | 12.3% | 2.9% | ? | ?
Cc1ccccc1N1CCN(C2CCCN(C(=O)c3ccnn3C)C2)CC1 (centres undefined) | -7.4% | -4.1% | 1.4% | -2.5% | -9.4%

Entries shown so far that have two or more sulfur atoms:
SMILES | Salmonella PhoP GFP | influenza NS1A | inhibitors of VEEV | tuberculosis growth | H37Rv inhibition | others
COCCCNc1nc(SCc2ccccc2)nc2sc3c(c12)CCC3 | -7.6% | -9.6% | i | 33.5% | 22.8%
CCc1nnc(NC(=O)CSc2nnc3nc(C)cc(C)n23)s1 | 4.4% | 7.3% | 1.4% | -12.2% | -1.6%
CCOC(=O)c1c(NC(=S)NC(=O)/C=C/c2cccs2)sc(C)c1C | 1.6% | 5.4% | 1.2% | 1.2% | 4.5%
COc1cccc(OCCSc2nnc3sc4ccccc4n23)c1 | -6.1% | 1.0% | 1.6% | 22.1% | 10.1%
CCOC(=O)c1sc(NC(=O)CSc2nccc(C)n2)c(C#N)c1C | -13.9% | 0.4% | i | -1.7% | -15.0%
O=C(CSCC(=O)N1CCN(c2ccccc2)CC1)Nc1nc(-c2ccc(Cl)s2)cs1 | -4.2% | 8.2% | 1.6% | -6.2% | -7.2% | inhibitors of VEEV 10K pilot screen=2.4
Cc1c(N2C(=O)/C(=C/c3ccccc3)SC2=S)c(=O)n(-c2ccccc2)n1C | -3.8% | 31.4% | 5.2% | -17.0% | -3.9%

Next section:
SMILES | Salmonella PhoP GFP | influenza NS1A | inhibitors of VEEV | tuberculosis growth | H37Rv inhibition | others
COc1cccc(NC(=O)c2ccncc2)c1 | 8.6% | 1.4% | 2.9% | -0.8% | -7.4%
COc1cc(-c2cn(S(=O)(=O)c3cccc4nsnc34)nc2N)cc(OC)c1OC | 19.8% | 23.1% | i | 6.9% | -4.8%
O=C(NCCc1ccccc1)c1ccc(Br)o1 | 0.6% | 2.7% | 0.7% | 73.4% | 17.3%
CCCNC(=O)c1ccc(N2CCC3(CC2)CC(c2ccccc2)=NO3)c(NC(=O)c2cccc(C)c2)c1 | 2.7% | -8.2% | 5.1% | 1.1% | 6.3%
COc1ccc(Cc2[nH]n3c(=O)c(Cl)c(C)nc3c2-c2ccccc2)cc1 | 3.7% | -9.7% | 9.3% | 54.7% | 35.3%
N/C(Cc1ccc(Cl)cc1)=N\OC(=O)c1ccc2ccccc2c1 | 3.4% | -2.2% | 10.4% | 2.2% | 0.2%
Nc1nc(=S)c2ncn(C3CCCC3)c2[nH]1 | -7.0% | -22.1% | i | -9.4% | 3.2%

Screening data deposited in PubChem BioAssay by Southern Research Specialized Biocontainment Screening Center.
